Bioassay records (PubChem BioAssay)
BRCT inh green: qHTS Assay for Inhibitors of BRCT-Phosphoprotein Interaction (Green Fluorophore); Breast cancer type 1 susceptibility protein (Homo sapiens), P38398; BRCA1 BRCT-phosphopeptide binding, green fluorescence polarization; Potency, µM (series often up to 76.9 µM), without a hit: at the top dose activity change, negative = inhibition, usual class: inhibitors; hit rate 0.05% among 75,000; AID 875, 2007;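 note: potency is the fitted concentration of half-maximal effect; plate controls were peptide without protein for full effect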
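Compounds were incubated for 12 min at room temperature with a complex of 100 nM fluorescein-tagged pBACH1 decapeptide and 250 nM His-tagged BRCT protein. Buffer was phosphate pH 7.3 with EDTA, DTT and Tween 20. Disruption of binding lowers the polarization signal.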
ALOX15 inhib: qHTS Assay for Inhibitors of 15-hLO (15-human lipoxygenase); Polyunsaturated fatty acid lipoxygenase ALOX15 (Homo sapiens), P16050; purified 15hLO-1, xylenol orange hydroperoxide absorbance; Potency, µM (top dose mostly 57.1 µM), without a hit: at the top dose activity change, negative = inhibition, usual class: inhibitors; hit rate 1.4% among 74,000; note: potency is the fitted concentration of half-maximal effect; % is set by controls: 0 for no effect and ±100 for the full control effect; nearly all actives have a fitted effect of over 55% in size
Target sequence (P16050 whole entry, looked up): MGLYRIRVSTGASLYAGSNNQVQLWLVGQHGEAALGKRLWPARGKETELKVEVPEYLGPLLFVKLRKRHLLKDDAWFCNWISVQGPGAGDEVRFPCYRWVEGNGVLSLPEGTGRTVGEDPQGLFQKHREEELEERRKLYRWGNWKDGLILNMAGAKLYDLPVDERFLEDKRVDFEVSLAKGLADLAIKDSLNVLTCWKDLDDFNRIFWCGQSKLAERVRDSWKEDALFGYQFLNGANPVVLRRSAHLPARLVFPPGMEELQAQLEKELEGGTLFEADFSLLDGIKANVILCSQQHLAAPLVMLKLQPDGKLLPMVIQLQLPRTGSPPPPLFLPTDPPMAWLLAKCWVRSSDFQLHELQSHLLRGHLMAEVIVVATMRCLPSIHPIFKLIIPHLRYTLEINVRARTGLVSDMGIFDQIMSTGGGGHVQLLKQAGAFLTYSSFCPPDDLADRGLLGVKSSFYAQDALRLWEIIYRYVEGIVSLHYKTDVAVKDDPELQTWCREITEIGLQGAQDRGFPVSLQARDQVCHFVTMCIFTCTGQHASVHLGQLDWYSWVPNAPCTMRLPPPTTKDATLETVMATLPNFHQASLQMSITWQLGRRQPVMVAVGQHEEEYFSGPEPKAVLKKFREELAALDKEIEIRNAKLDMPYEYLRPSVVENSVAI
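Purified human 15hLO-1 (40 nM) in 25 mM Hepes pH 7.5, 0.01% Triton X-100, preincubated 15 min RT with compound, then 50 uM arachidonic acid for 6 min. Hydroperoxide read by ferrous/xylenol orange, 30 min; 573/405 nm absorbance ratio gave progress.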
BRCT PPI red: qHTS Assay for Inhibitors of BRCT-Phosphoprotein Interaction (Red Fluorophore) | hit rate 0.03% among 75,000 | BRCT-phosphopeptide binding, red fluorescence polarization | Potency, µM (titrated, usually from 76.9 µM), for inactives: at the top dose activity change, negative = inhibition, hits mostly inhibitors | AID 892, 2007 | Breast cancer type 1 susceptibility protein (Homo sapiens), P38398; note: % is set by controls: 0 for no effect and ±100 for the full control effect
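Fluorescence polarization: 100 nM His-tagged BRCA1 BRCT with 100 nM TAMRA-labelled phospho-BACH1 decapeptide, phosphate buffer pH 7.3 with 150 mM NaCl, DTT, 0.01% Tween 20; 12 min RT. Binding inhibition seen as FP decrease.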
Pol III holo inh: qHTS Assay for Inhibitors of DNA Polymerase III Holoenzyme System | reconstituted DNA polymerase III holoenzyme replication, biochemical | Potency, µM (top dose mostly 57.1 µM), inactives show at the top dose activity change, negative = inhibition | hit rate 0.25% among 71,000 | AID 603, 2007; note: potency is the fitted concentration of half-maximal effect; % is set by controls: 0 for no effect and ±100 for the full control effect
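Reconstituted *E. coli* holoenzyme (0.35 nM Pol III, 1 nM beta, 154 nM SSB, 2 nM primase) was preincubated with compound for 15 min at RT. Synthesis on 1.4 nM ssM13Gori ran 35 min, then was stopped with PicoGreen/EDTA and read as dsDNA fluorescence.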
Hsp90 Hop PPI: qHTS Assay for Disrupters of an Hsp90 Co-Chaperone Interaction | Hsp90 C-terminal peptide / TPR2A (Hop) interaction, human | AlphaScreen TPR2A-His6 binding biotin-Hsp90 C-terminal peptide | Potency, µM (series often up to 57 µM), for the others: top-dose activity change, negative = inhibition | hit rate 0.44% among 71,000; active = well fitted curve in either direction with a large enough effect; inconclusive = small, poorly fitted or top-dose-only effect, or another doubt; note: potency is the fitted concentration of half-maximal effect; % is set by controls: 0 for no effect and ±100 for the full control effect; many of its hits are not listed in these tables
CRE-bla Fsk: Cell signaling CRE-BLA (Fsk stim); hit rate 2.5% among 71,000; Potency, µM (top dose mostly 38.2 µM), inactives show at the top dose activity change, negative = inhibition, usual class: activators; CHO CRE-bla reporter (cAMP response element driving beta-lactamase), forskolin EC10, beta-lactamase ratio; AID 662, 2007; active = well fitted activation curve with a large enough effect in the signal ratio, with a control signal flat, not every such curve was filed as active; inconclusive = small, poorly fitted or top-dose-only effect, or effect the other way, or a change in a side signal; the % refers to the signal ratio; note: potency is the fitted concentration of half-maximal effect; % of control where 0% means no effect
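Forskolin analogue NKH 477 at EC10 stimulated CRE-driven beta-lactamase in CHO cells alongside compound dilution series. Beta-lactamase was measured with CCF4, excitation 405 nm, emission ratio 460/530 nm.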
4MU fluor: qHTS Assay for Spectroscopic Profiling in 4-MU Spectral Region; compound autofluorescence, 340/450 nm, 4-MU equivalents; stronger effect = higher value; max dye-equivalent concentration, M; hit rate 11% among 59,000; AID 589, 2007; in the data active = max dye-equivalent concentration above about 10 nM; inconclusive = mostly about 1.1 nM to 9.6 nM
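Intrinsic fluorescence at 340/450 nm (ex/em) was read after 15 min at room temperature in pH 8.0, 100 mM Tris. Each compound concentration expressed as 4-MU-equivalent concentration from a six-point 4-MU standard series on each plate.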
GFP derepression: qHTS Assay for Epigenetic Modulators | mouse C127i GFP locus derepression, cytometry, 30 h | Potency, µM (highest dose often 46.1 µM), without a hit: at the highest dose GFP derepression (activation) | hit rate 0.09% among 68,000 | AID 597, 2007; note: % of control where 0% means no effect
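Read-out is the number of GFP-positive cells, scored as fluorescent objects 20 to 120 um wide, reflecting derepression of a silenced CMV-GFP reporter in murine C127i cells after 30 h compound exposure at 37 C.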
A350 autofl: qHTS Assay for Spectroscopic Profiling in A350 Spectral Region; Compound autofluorescence, 340/450 nm, Alexa 350 dye-equivalents; stronger effect = higher value; max dye-equivalent concentration, M; hit rate 11% among 59,000; in the data active = max dye-equivalent concentration above about 10 nM; inconclusive = mostly about 1.1 nM to 9.6 nM
UbGFP stabilizer: Ubiquitin-GFP Assay | Ubiquitin-GFP reporter cells, proteasome inhibition, GFP fluorescence; response scale: untreated = 0%, 10 µM MG-132 = 100% | AID 526, 2006 | 67,000 tested, under 10 active | Potency, µM (doses to about 45.9 µM), for inactives: top-dose activation (GFP accumulation), actives largely listed as activators; active = well fitted activation curve with a large enough effect, not every such curve was filed as active; inconclusive = small, poorly fitted or top-dose-only effect, or another doubt; inactive = no such curve, though single readings can be large or run the other way; note: potency is the fitted concentration of half-maximal effect
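U2OS cells stably expressing ubiquitin(G76V)-GFP, seeded overnight in 0.5% FBS medium, were exposed to compounds (qHTS, 46 uM to 2.9 nM) for 4 hr at 37 °C. GFP-positive cells were counted by laser cytometry (488 ex/515 em), normalized between basal and 10 uM MG-132.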
HBB splice mod: qHTS Assay for Modulators of Hemoglobin Beta Chain Splicing; HBB splicing reporter cell assay, activation; EGFP reporter with mutant IVS2-654 intron; response scale: normalised to 500 nM splice-correcting PNA; Potency, µM (titrated, usually from 46.1 µM), without a hit: top-dose activation, usual class: activators; hit rate 0.06% among 65,000; AID 925, 2007; note: potency is the fitted concentration of half-maximal effect; 0% is about no effect
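HeLa cells stably expressing EGFP interrupted by mutant beta-globin intron 2 (IVS2-654), 500/well in 2% FCS. Treated with compound for 2 days at 37C. Splicing correction scored as total well GFP intensity (488 nm excitation, 500-520 nm emission); 500 nM antisense PNA served as control.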
An asterisk follows results filed as active; i = inactive; ? = inconclusive; . = not tested or not shown; [ ] = remark or other dose. Unless noted, calls come from the whole dose curve; as a rule, active = well fitted curve in the direction sought with a large enough effect; inconclusive = small, poorly fitted or top-dose-only effect, or another doubt; inactive = no such curve, though single readings can be large; an effect the other way counts as inactive or inconclusive.

Compound | GFP derepression | CRE-bla Fsk | Pol III holo inh | UbGFP stabilizer | ALOX15 inhib | BRCT PPI red | A350 autofl | HBB splice mod | 4MU fluor | Hsp90 Hop PPI | BRCT inh green
N#CC1=C(SCC(N)=O)NC(=O)CC1c1cccc2ccccc12 (configuration not stated) | -2.3% | -2.1% | -0.5% | -3.3% | 2.2% | -0.7% | . | -0.1% | . | -6.7% | -1.4%
COc1ccc2[nH]c(C)c(CN3CCCCC3)c(=O)c2c1 | 0.0% | 4.9% | -8.6% | 15.2% | 2.3% | -0.3% | 1.06e-08M* | 0.0% | ? | -1.0% | -2.0%
COC(=O)CSc1nnc2c3c4c(sc3nc(-n3nc(C)cc3C)n12)COC(C)(C)C4 | 1.6% | ? | -2.4% | . | 4.5% | -0.2% | 7.76e-08M* | 3.1%[0.369 µM] | 5.82e-08M* | -4.3% | 2.7%
CCOC(=O)c1sc(C(=O)OCC)c(OCCO)c1OCCO | ? | 7.7% | -3.4% | -1.4% | -3.4% | -1.0% | i | -0.3% | i | ? | -1.9%
CCCCCn1c(CN2CCN(c3cccc(Cl)c3)CC2)nc2c1c(=O)[nH]c(=O)n2C | 10.0% | 12.6µM* | 2.5% | 7.3% | -24.9% | -3.2% | i | -0.1% | i | -5.5% | -0.6%
O=S1(=O)CCN2C=C(Br)C=C(Br)C2=N1 | 2.2% | -8.2% | 1.1% | -3.0% | 18.5% | 1.8% | 1.14e-07M* | -2.7% | 8.72e-08M* | -0.8% | -1.9%
COCC(=O)N1CCC2(CC1)CN(C(=O)Nc1ccccc1)C2 | -2.3%[9.22 µM] | 1.1% | 9.0% | -7.5% | 6.9% | -1.0% | i | 0.0% | i | -3.3% | -1.4%
Cc1ccc(-c2noc(-c3cccs3)n2)cc1 | 0.0% | -9.9% | -6.8% | 1.4% | -2.6% | -0.9% | . | -1.4%[9.22 µM] | . | 29.8% | 0.0%
CC(C)(C)NC(=O)CSc1nncn1-c1ccccc1 | 2.7% | ? | 2.5% | 3.6% | 6.6% | -0.1% | i | -2.6% | i | -4.1% | -0.9%
CCOC(=O)Cn1c(=O)oc2cc(S(=O)(=O)NCc3ccccn3)ccc21 | . | 5.0% | -5.6% | -5.7% | 12.9% | -0.3% | . | -0.8% | . | -19.2% | 0.4%
Cn1nnc2c(NCc3ccco3)nccc21 | 4.7% | 14.6% | -0.9% | 3.5% | 2.0% | -0.3% | i | -7.0% | i | -2.7% | 0.4%
CCOCCCNS(=O)(=O)c1ccc2c(c1)CCN2C(=O)CC | 0.0% | ? | -4.3% | -1.6% | 0.8% | 0.2% | i | -0.6% | i | -3.7% | -0.3%
COc1cccc(-c2cnc(NCc3cc(Cl)ccc3O)n2C)c1 | 2.3% | ? | -0.9% | -1.9% | 31.6µM* | -2.3% | i | -0.3%[57.5 µM] | i | ? | -1.4%
O=C(c1c(F)c(F)c(F)c(F)c1F)N1CCc2ccccc21 | 8.5% | -4.9% | -5.9% | 6.2% | -14.8% | 0.9% | i | -0.2% | i | -0.6% | -2.4%
Cn1nnnc1SCC(=O)NCCCc1ccccc1 | 1.5% | 3.2% | 1.9% | -1.0% | 6.1% | -3.2% | i | 0.4%[57.5 µM] | i | -0.4% | -1.1%
CCOC(=O)N1CCC(NC(=O)C2CCCN(S(C)(=O)=O)C2)CC1 (configuration not stated) | 3.8% | -14.2% | 0.7% | 2.2% | 7.3% | -0.3% | i | -1.2% | i | 8.8% | -0.9%
COc1cc(-c2nc(-c3cccc(C)c3)no2)cc(OC)c1OC | 1.5% | 0.794µM* | 1.7%[11.4 µM] | -7.8%[9.17 µM] | -2.8%[11.4 µM] | 1.1% | . | -1.3%[0.0738 µM] | . | ? | 0.1%
CCN(CC)C(=O)COc1ccc2oc(C)c(C(=O)OC(C)C)c2c1 | 0.0% | ? | -6.2% | -6.1% | -7.6% | -0.3% | . | 2.6% | . | 1.6% | 0.3%
COc1ccc(CN(Cc2nc3ccccc3c(=O)[nH]2)C(=O)NC2CCCCC2)cc1 | 1.2% | ? | -3.5% | -3.3% | 4.9% | 0.5% | i | . | i | -7.1% | -1.6%
O=C(NCCN1C(=O)C2C3C=CC(C3)C2C1=O)Nc1ccccn1 (configuration not stated) | . | 4.0% | -11.5% | -1.6% | 0.5% | -0.5% | . | 0.2% | . | -2.3%[2.3 µM] | -1.2%

3 compounds from above, sorted by their value in Pol III holo inh, rising:
Compound | Pol III holo inh
Cc1ccc(-c2noc(-c3cccs3)n2)cc1 | -6.8%
COc1cccc(-c2cnc(NCc3cc(Cl)ccc3O)n2C)c1 | -0.9%
CC(C)(C)NC(=O)CSc1nncn1-c1ccccc1 | 2.5%

Additional compounds follow:
Compound | GFP derepression | CRE-bla Fsk | Pol III holo inh | UbGFP stabilizer | ALOX15 inhib | BRCT PPI red | A350 autofl | HBB splice mod | 4MU fluor | Hsp90 Hop PPI | BRCT inh green
COc1cc2nc(NCCN3CCOCC3)n3nc(-c4ccccc4)nc3c2cc1OC | 0.0% | 2.2% | 2.1% | -6.8% | 7.7% | -1.5% | i | 0.2% | i | -2.3% | -0.1%
COc1ccc(C2CC(c3ccccc3Cl)Nc3ncnn32)cc1OC (configuration not stated) | 1.0% | 1.6% | -2.4% | -3.8% | 24.5% | 0.0% | i | . | i | -2.5% | 3.6%
O=c1[nH]c2c(s1)C(c1ccccc1)C1C3CCC(C3)C1S2 (configuration not stated) | 3.6% | 10µM* | 5.5% | 8.7% | 1.4% | -0.5% | i | -0.9% | i | -4.4% | -4.7%
COc1ccc(C(=O)n2nc(-c3ccccc3)nc2N)cc1OC | 2.7% | ? | -2.8% | -1.5% | -7.1% | 0.8% | ? | -0.5% | ? | -3.5% | -0.4%
COc1ccc(OCCOC(=O)c2cccc(-n3cnnn3)c2)cc1 | 2.1% | ? | -5.5% | -0.4% | -2.2% | 0.7% | i | -5.0% | i | 1.5% | -0.1%
NC(=O)C(Cc1ccccc1)NS(=O)(=O)c1ccc(N2CCCC2=O)cc1 (configuration not stated) | -2.9% | 13.6% | -5.8% | 9.4% | 6.7% | -0.9% | ? | -0.4% | i | -0.8% | -1.8%
Cc1nn(Cc2ccc(F)cc2)c(C)c1NC(=O)c1cc(-c2ccco2)on1 | 12.8% | 7.6% | 2.7% | 29.6% | -28.3% | 3.9% | i | -3.2% | i | -9.2% | 30.6%[activator]
CS(=O)(=O)N(CC(=O)N1CCCCC1)C1CCCCC1 | 9.1% | -0.6% | -5.1% | 0.7% | 9.5% | -1.1% | i | -0.2%[57.5 µM] | i | -0.6% | -0.5%
COc1ccc(/C(O)=C2/C(=O)C(=O)N(CCCC(=O)O)C2c2ccc(OC)cc2)cc1 (configuration not stated) | -1.7% | 1.1% | -3.0% | 1.3% | 23.4% | 0.3% | i | . | i | -0.3% | -6.0%
C/C=C1\C(=O)C[C@@H]2[C@@H]3CCC4=CC(=O)CC[C@@]4(C)[C@H]3CC[C@@]12C | 0.0% | 11.9% | -6.3% | -0.1% | -4.6% | -1.7% | ? | 0.8% | 1.17e-08M* | -3.8% | -2.0%
O=C(CSc1nc2ccccc2c(=O)n1Cc1ccco1)N1CCCCCC1 | -2.6% | ? | 0.3% | 1.4% | -13.6% | -1.1% | i | 2.6% | i | -6.2% | 8.7%
NC(=O)C1CCN(CCC(=O)Nc2cccc(Cl)c2)CC1 | 11.4% | ? | -9.8% | 7.2% | -7.1% | 0.5% | i | -0.5% | i | -5.4% | 0.8%
CCc1nnc(NC(=O)CCC(=O)NC2CCCCC2)s1 | 5.7% | ? | -6.3% | 6.9% | 2.4% | 0.4% | ? | -1.4% | i | -0.3% | 0.5%
